Source: PubChem BioAssay
HKDC1 inhibitor: HKDC1 (human) hexokinase inhibition. Q2TB90. recombinant HKDC1, G6PDH/diaphorase resazurin coupled fluorescence. inhibition, % at 20 µM. 0.16% of 340,000 active. AID 493160;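 active = inhibition above about 35% when tested at 20 µM, limit read from the data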;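 also: plate controls were DMSO wells with enzyme for no effect and DMSO wells lacking enzyme for full effect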
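Test system: recombinant HKDC1 (HK5) hexokinase enzyme, produced in-house; Amount: enzyme 5 µg/mL final; Buffer or medium: Tris pH 8.0 buffer with MgCl2, Tween-20, BSA, BME; Reagent: glucose and ATP substrates; Doses: 20 µM test compound, 1% DMSO; Incubation: 90 min reaction incubation at room temperature, dark; Detection: resorufin fluorescence at 613 nm.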
SENP8 block-1: blocks the human protease SENP8; purified SENP8, Z-RLRGG-aminoluciferin cleavage, luminescence; inhibition, % at 10 µM; AID 2540; Q96LD8; 1.2% of 330,000 active; in the data active = inhibition above about 50%
beta cell repl: MIN6 beta-cell proliferation induction | MIN6 cells proliferation, ATPlite luminescence, 48 h; cells starved in 0.2% serum; 100% = growth in 10% serum | proliferation, % at 10 µM | 0.29% of 330,000 active | AID 2380;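 active = compounds whose signal lies at least 3.5 SD above the mean of all wells on their plate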;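 also: 0% = DMSO-treated cells in low-serum medium and 100% = 10% serum control; some compounds called inactive have numbers as strong as hits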
SENP6 inh: SENP6 protease inhibition; inhibition, % at 10 µM; Recombinant SENP6 catalytic domain, aminoluciferin luminescence; 1.8% of 330,000 active;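 active = inhibition above about 50% at the single tested dose, limit read from the data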;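 also: plate controls were DMSO wells with enzyme for no effect and DMSO wells lacking enzyme for full effect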
Target sequence (Q9GZR1 628-1112 limits assumed): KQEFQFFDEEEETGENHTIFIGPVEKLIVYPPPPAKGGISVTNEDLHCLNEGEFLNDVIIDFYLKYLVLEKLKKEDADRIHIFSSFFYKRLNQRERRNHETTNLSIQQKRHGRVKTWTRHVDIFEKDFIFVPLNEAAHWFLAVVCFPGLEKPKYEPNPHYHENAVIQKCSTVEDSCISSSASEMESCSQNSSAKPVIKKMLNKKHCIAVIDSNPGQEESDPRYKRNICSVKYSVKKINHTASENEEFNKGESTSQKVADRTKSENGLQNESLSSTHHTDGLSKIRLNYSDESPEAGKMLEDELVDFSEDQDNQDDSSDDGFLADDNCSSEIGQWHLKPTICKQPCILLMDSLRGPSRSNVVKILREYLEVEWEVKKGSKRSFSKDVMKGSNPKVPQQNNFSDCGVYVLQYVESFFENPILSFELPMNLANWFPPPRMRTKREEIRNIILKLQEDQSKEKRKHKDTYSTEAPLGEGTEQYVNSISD
UBC13 polyUb: blocks human UBC13 polyubiquitin chain formation | P61088 | inhibition, % at 20 µM | TR-FRET | 0.47% of 330,000 active; in the data active = inhibition above about 45%, passing the limit was not always enough
SENP1 FRET inh: SENP1 (human) catalytic domain inhibition | Q9P0U3 | recombinant SENP1 catalytic domain, CyPet-SUMO1-YPet FRET cleavage | inhibition, % at 10 µM | 0.21% of 360,000 active | AID 624204;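 active = inhibition at least 30% at 10 µM, raw YFP signal under a set limit, fluorescence ratio 0.5 to 1.5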;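 also: 0% = enzyme with DMSO and 100% = no enzyme wells; some results filed as inactive read as strong as hits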
Target sequence (Q9P0U3 419-644 limits assumed): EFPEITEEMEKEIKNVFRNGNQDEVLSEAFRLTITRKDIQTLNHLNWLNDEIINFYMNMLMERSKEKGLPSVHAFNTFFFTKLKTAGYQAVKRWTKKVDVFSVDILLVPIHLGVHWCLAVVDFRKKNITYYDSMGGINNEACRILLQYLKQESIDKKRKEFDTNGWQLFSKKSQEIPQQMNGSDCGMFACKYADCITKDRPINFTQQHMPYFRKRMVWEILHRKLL
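Assay system – human recombinant His6-tagged SENP1 catalytic domain enzyme · Input – SENP1 enzyme, 20 pM final · Buffer or medium – Tris pH 8 buffer plus EDTA, NaCl, BME, BSA, NP40, catalase · Schedule – 50 min reaction at room temperature · Technique – FRET read of cyan and yellow fluorescence · Control set – no-enzyme wells low, DMSO-plus-enzyme wells high control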
SENP7 block: SENP7 protease inhibition; inhibition, % at 5 µM; AID 434973; 1.5% of 330,000 active; Q9BQF6; recombinant SENP7, Z-RLRGG-aminoluciferin luminescence, 40 min;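 active = inhibition above about 50% at the single test dose, limit read from the data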;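 also: plate controls were DMSO with enzyme for no effect and no enzyme buffer wells for full effect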
Target sequence (Q9BQF6 706-1050 limits assumed): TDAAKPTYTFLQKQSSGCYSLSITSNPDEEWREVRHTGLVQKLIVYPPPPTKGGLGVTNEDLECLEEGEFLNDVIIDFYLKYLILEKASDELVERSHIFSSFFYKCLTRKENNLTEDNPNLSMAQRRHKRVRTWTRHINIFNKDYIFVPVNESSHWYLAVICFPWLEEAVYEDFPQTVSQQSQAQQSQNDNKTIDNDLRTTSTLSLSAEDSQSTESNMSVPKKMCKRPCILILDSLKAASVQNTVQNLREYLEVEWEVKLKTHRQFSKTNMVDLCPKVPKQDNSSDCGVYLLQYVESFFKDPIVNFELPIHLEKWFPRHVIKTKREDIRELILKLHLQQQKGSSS
PfGluPho inh: PfG6PD (Plasmodium falciparum) enzyme inhibition. 0.78% of 350,000 active. PfGluPho enzyme, NADPH resazurin-diaphorase fluorescence. inhibition, % at 20 µM. AID 504690;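 active = inhibition reaching at least a set limit at 20 µM in the primary screen, cut at about 59% in these data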;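 also: 0% = DMSO wells with substrate and 100% = DMSO wells lacking glucose-6-phosphate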
SENP8 block-2: inhibitors of human SENP8 protease; recombinant SENP8, Nedd8 substrate fluorescence; inhibition, % at 20 µM; 0.64% of 360,000 active; AID 602440; in the data active = inhibition mostly above about 40%, no sharp cut-off; inactive = mostly below about 27%
The depositor's hits bear a star; . = no result given.

#1 CCOc1ccc(C2C=C(c3ccc(C)cc3)Nc3nnnn32)cc1 (stereo not drawn)
#2 Cc1ccc(COc2ccc(Br)cc2/C=N/O)cc1
#3 CN1C(=O)N(CC(=O)N2CCN(S(=O)(=O)c3ccc4c(c3)CCC4)CC2)C(=O)C12CCCCC2
#4 COc1ccc(C(=O)/C=C/C(=O)N(Cc2ccc(F)cc2)C(C(=O)NC2CCCCC2)c2ccncc2)c(O)c1 (stereo not drawn)
#5 Cc1ccc(OCC(=O)Oc2c(C)cccc2C)cc1C
#6 Cc1c(C(=O)Nc2nc3ccccc3[nH]2)cccc1[N+](=O)[O-]
#7 COc1ccc(NC(=O)COC(=O)C2CC(=O)N(c3ccc(OC(C)C)cc3)C2)cc1 (stereo not drawn)
#8 CCCCCc1nnc(NS(C)(=O)=O)s1

assay / compound	1	2	3	4	5	6	7	8
HKDC1 inhibitor	5	3	-2	1	-5	-9	2	-5
SENP8 block-1	2	-16	11	-1	-1	-7	-5	2
beta cell repl	-5	-3	-4	0	-5	2	-1	0
SENP6 inh	-4	-16	-2	-2	-3	-18	-9	-1
UBC13 polyUb	0	7	-4	14	-8	4	8	4
SENP1 FRET inh	-24	4	0	0	0	2	2	2
SENP7 block	-6	0	-1	1	-15	6	2	-3
PfGluPho inh	-3	13	-11	28	8	5	10	2
SENP8 block-2	-293	32	2	4	20	15	7	6

#9 Cc1ccc(NC(=O)c2nc[nH]c2C(=O)NCCCCCNC(=O)OC(C)(C)C)cc1
#10 O=C(NCc1cccc(F)c1)c1cccc2c1C(=O)c1ccc(N3CCC(Cc4ccccc4)CC3)cc1S2(=O)=O
#11 Cc1cc(C2(c3cc(C)c(NC(=O)CN4CCOCC4)c(C)c3)CCCCC2)cc(C)c1NC(=O)CN1CCOCC1
#12 COc1cccc(/C=C(/C#N)c2ccc(Cl)cc2)c1OCc1cccc(C(=O)O)c1
#13 COc1ccc(CCN(C(=O)c2snc(C(N)=O)c2N)C(C)C(=O)NC2CCCCC2)cc1OC (stereo not drawn)
#14 Cc1ccc(CN2CC(C(=O)NCCCSc3ccccc3)CC2=O)cc1 (stereo not drawn)
#15 Cc1ccc(N2CCN(CCc3nc4cc(NS(C)(=O)=O)ccc4n3C)CC2)cc1
#16 COc1ccc(-c2cc(CNS(=O)(=O)c3ccc(F)cc3)on2)cc1

assay / compound	9	10	11	12	13	14	15	16
HKDC1 inhibitor	4	-4	-8	14	-1	1	2	-8
SENP8 block-1	4	-9	1	-3	1	-2	-10	-1
beta cell repl	-2	-4	4	0	4	-3	-4	-1
SENP6 inh	6	-2	-29	-14	13	-4	-6	-11
UBC13 polyUb	-3	-39	6	-21	8	-7	-23	4
SENP1 FRET inh	2	-29	.	0	-5	-2	1	3
SENP7 block	-1	-9	2	-3	12	0	-3	6
PfGluPho inh	22	0	11	-11	-10	9	-6	2
SENP8 block-2	21	-24	.	-216	-218	2	23	-12

#17 CC1CCCN(C(=O)c2ccc(Cl)c(S(=O)(=O)N3CCCCCC3)c2)C1 (stereo not drawn)
#18 Cn1c(=O)c2c(nc(N3CCCCC3)n2CCCNC2=NCCCC2)n(C)c1=O
#19 CCOC(=O)C1(CCOC)CCN(Cc2cccc(OCc3ccccc3)c2)CC1
#20 COc1ccc(CCCNC(=O)C2CCC(=O)N(Cc3ccccc3F)C2)cc1 (stereo not drawn)
#21 Cc1ccc(C(=O)NNC(=O)c2ccc(-n3cncn3)c([N+](=O)[O-])c2)cc1
#22 COc1ccc(C(=O)CSc2nc3ccc([N+](=O)[O-])cc3[nH]2)cc1
#23 COc1cccc(NC(=O)N2CCN(c3nnnn3-c3ccccc3)CC2)c1
#24 COC(=O)c1cc(NC(=O)CC2NCCNC2=O)cc(C(=O)OC)c1 (stereo not drawn)

assay / compound	17	18	19	20	21	22	23	24
HKDC1 inhibitor	-5	-2	5	6	-2	0	-13	-14
SENP8 block-1	5	-3	4	-3	6	-6	-1	3
beta cell repl	1	-1	-1	0	-1	-4	-1	-3
SENP6 inh	14	1	7	2	8	-4	1	-5
UBC13 polyUb	6	1	13	3	8	-25	6	-2
SENP1 FRET inh	0	2	0	-1	5	2	-1	-1
SENP7 block	-5	-1	11	-7	5	-9	6	1
PfGluPho inh	4	8	-27	12	-10	44	8	4
SENP8 block-2	-1	17	6	11	7	20	5	8

#25 COc1cc(CCCN2C(=O)C(=O)NC[C@@H]2CCCCN)cc(OC)c1OC
#26 Cc1cc(Nc2nc3ccccc3nc2Cl)n(-c2ccccc2C)n1
#27 COc1cc(C(=O)N2CCN(S(=O)(=O)c3cccc(F)c3)CC2)ccc1OCC(=O)N1CCOCC1
#28 CCCCC1(C(=O)OCC)CC(CN2CCOCC2)OC1=O (stereo not drawn)
#29 CN(C)C(CNC(=S)Nc1ccccc1)c1cccnc1 (stereo not drawn)
#30 Cc1ccc(CSc2nc3ccccc3c(=O)n2Cc2ccco2)cc1
#31 c1ccc(CNc2c3c(nc4ncnn24)CCC3)cc1
#32 C=CCSc1nc(=O)n2ccc(C)cc2n1

assay / compound	25	26	27	28	29	30	31	32
HKDC1 inhibitor	-1	1	-7	-3	-10	4	3	2
SENP8 block-1	-1	-4	5	-1	-13	-1	-1	-3
beta cell repl	2	-3	-1	-1	0	-4	0	-1
SENP6 inh	-10	-9	7	-15	-14	-20	7	-3
UBC13 polyUb	0	10	-5	-11	-9	9	0	3
SENP1 FRET inh	1	-11	1	2	-2	-3	3	-61
SENP7 block	-11	-3	-4	6	-2	2	6	-8
PfGluPho inh	-7	-2	-8	-5	3	6	-13	-2
SENP8 block-2	19	-40	8	19	7	-3	7	-129

One compound at a time, as listed above:
Cc1ccc(NC(=O)c2nc[nH]c2C(=O)NCCCCCNC(=O)OC(C)(C)C)cc1 across the screens: HKDC1 inhibitor: 4; SENP8 block-1: 4; beta cell repl: -2; SENP6 inh: 6; UBC13 polyUb: -3; SENP1 FRET inh: 2; SENP7 block: -1; PfGluPho inh: 22; SENP8 block-2: 21
COc1cc(C(=O)N2CCN(S(=O)(=O)c3cccc(F)c3)CC2)ccc1OCC(=O)N1CCOCC1 across the screens: HKDC1 inhibitor: -7; SENP8 block-1: 5; beta cell repl: -1; SENP6 inh: 7; UBC13 polyUb: -5; SENP1 FRET inh: 1; SENP7 block: -4; PfGluPho inh: -8; SENP8 block-2: 8

Next structures
#33 CC(C)CNC(=O)CO/N=C/c1ccccc1Cl
#34 Cc1ccc(OCCOc2ccc(Br)cc2)c([N+](=O)[O-])n1
#35 Cc1ccc(CN(c2ccc(C(=O)NCc3cccnc3)cc2)S(C)(=O)=O)cc1
#36 C=CC(=O)Nc1cccc(Oc2ccnc3[nH]ccc23)c1
#37 O=C1CC(c2ccccc2Cl)Cc2c1cnn2-c1nc2ccccc2s1 (stereo not drawn)
#38 CC(C)(C)NC(=O)C(c1ccccc1)N(Cc1cccs1)C(=O)c1csnn1 (stereo not drawn)
#39 O=C(c1cccc(S(=O)(=O)N2CCc3ccccc32)c1)N1CCN(c2ccccc2)CC1
#40 COc1ccc(CSc2nc(C)cc(=O)[nH]2)cc1Br

assay / compound	33	34	35	36	37	38	39	40
HKDC1 inhibitor	0	-3	-5	7	.	-4	1	-7
SENP8 block-1	-10	-15	-1	.	-6	-9	-1	-8
beta cell repl	-3	-2	3	.	-4	5	-4	-2
SENP6 inh	-6	-15	6	.	-8	-17	-9	-13
UBC13 polyUb	-9	-2	10	.	-4	5	-10	-6
SENP1 FRET inh	0	0	4	-2	.	2	2	-2
SENP7 block	-16	-2	7	.	1	8	-13	7
PfGluPho inh	-10	12	-12	45	.	-17	3	-7
SENP8 block-2	8	15	7	-47	.	12	11	10

#41 COc1ccc(OC(C)C(=O)N2CCCc3ccccc32)cc1 (stereo not drawn)
#42 CCn1cc(C(=O)NCc2ccccc2Cl)cn1
#43 O=C(c1cc(F)ccc1F)C1CCCN(C(=O)c2cccs2)C1 (stereo not drawn)
#44 CC(OC(=O)COc1ccccc1[N+](=O)[O-])C(=O)Nc1ccc(N2CCOCC2)cc1 (stereo not drawn)
#45 CC(OC(=O)c1ccc(Cl)c(S(=O)(=O)Nc2ccc(F)cc2)c1)C(=O)NC(N)=O (stereo not drawn)
#46 c1n[nH]c(NC2=NCCC2)n1
#47 O=C1CN(C(=O)c2ccccc2C(=O)O)c2ccccc2N1
#48 CCc1cc(=O)oc2c(C)c(OCC(=O)N3CCC[C@@H]3C(=O)O)ccc12

assay / compound	41	42	43	44	45	46	47	48
HKDC1 inhibitor	-5	5	-13	-13	-4	-5	-2	-4
SENP8 block-1	-8	-10	2	-8	5	3	7	-2
beta cell repl	0	6	-1	-3	6	-2	2	4
SENP6 inh	-36	-14	-4	-4	4	1	-6	-4
UBC13 polyUb	3	5	4	-8	16	4	-1	-3
SENP1 FRET inh	-2	3	0	8	-2	1	5	-2
SENP7 block	-9	-3	-3	-3	5	-6	-1	-2
PfGluPho inh	11	-5	10	9	-8	-15	-18	-21
SENP8 block-2	-2	11	-3	14	12	5	-22	3

#49 O=C(NCCNC(=O)c1cc(Cl)ccc1Cl)c1ccccn1
#50 O=C(CNC(=O)N1CC(=O)Nc2ccccc21)NCCc1cccc(F)c1
#51 O=c1ccn([C@@H]2O[C@H](CNS(=O)(=O)c3cc4ccccc4s3)[C@@H](O)[C@H]2O)c(=O)[nH]1
#52 NC(=O)C1CCN(C(c2ccccc2Cl)c2nnnn2CC2CCCO2)CC1 (stereo not drawn)
#53 CCCN1CCN(C(=O)c2ccc(CS(=O)c3ccc(Cl)cc3)o2)CC1 (stereo not drawn)
#54 CCN(C(=O)c1ccc(Cl)cc1[N+](=O)[O-])c1ccccc1C

assay / compound	49	50	51	52	53	54
HKDC1 inhibitor	-3	-4	-8	-5	-5	1
SENP8 block-1	-4	-13	.	1	1	-3
beta cell repl	3	-3	.	-2	1	0
SENP6 inh	-4	-15	.	-4	7	2
UBC13 polyUb	6	0	.	6	-2	-5
SENP1 FRET inh	0	2	0	-1	1	2
SENP7 block	6	-7	.	0	2	3
PfGluPho inh	-12	-17	0	-1	-10	6
SENP8 block-2	12	6	8	12	11	8

Filtered by structure, the compounds so far with a thiophene ring, fused or not.
#38 CC(C)(C)NC(=O)C(c1ccccc1)N(Cc1cccs1)C(=O)c1csnn1 (stereo not drawn)
#43 O=C(c1cc(F)ccc1F)C1CCCN(C(=O)c2cccs2)C1 (stereo not drawn)
#51 O=c1ccn([C@@H]2O[C@H](CNS(=O)(=O)c3cc4ccccc4s3)[C@@H](O)[C@H]2O)c(=O)[nH]1

assay / compound	38	43	51
HKDC1 inhibitor	-4	-13	-8
SENP8 block-1	-9	2	.
beta cell repl	5	-1	.
SENP6 inh	-17	-4	.
UBC13 polyUb	5	4	.
SENP1 FRET inh	2	0	0
SENP7 block	8	-3	.
PfGluPho inh	-17	10	0
SENP8 block-2	12	-3	8
